aSyn yeast inh = rescues yeast growth from alpha-synuclein toxicity; 370,000 tested, 0.14% active; Yeast expressing alpha-synuclein, growth rescue, BacTiter-Glo, 24 h; AID 652106; Potency, µM (top dose mostly 46.1 µM), for inactives: at the top dose growth rescue (activation), hits mostly activators; also: potency is read from the fitted curve at half-maximal effect; % of control where 0% means no effect; nearly all actives have a fitted effect of over 65% in size
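Screening used galactose-induced yeast with toxic alpha-synuclein levels, exposed to compound for 24 hr at 30 deg C. Cell growth, read with BacTiter-Glo luminescence, gave the measured signal.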
Abeta yeast res = A-beta toxicity reversal in yeast | AID 1347071 | 410,000 tested, 0.063% active | yeast expressing A-beta42, growth rescue, OD600, 48 h; response scale: 0% DMSO, 100% iron-clioquinol control | Potency, µM (titrated, usually from 46.1 µM), inactives show at the highest dose growth rescue, actives largely listed as activators; also: potency is read from the fitted curve at half-maximal effect; nearly all actives have a fitted effect of over 55% in size
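Yeast A-beta toxicity model in growth medium with pinned compounds, 48 h at 30 C; growth read as absorbance at 600 nm. Normalized to FeCl3/clioquinol equimolar mix (positive) and DMSO (negative).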
PTHR1 ag = agonists of human PTHR1 parathyroid hormone receptor; Q03431; HEK293 GP2 PTHR1 cells, GloSensor cAMP luminescence, 1 h; Potency, µM (top dose mostly 115 µM), without a hit: top-dose activation, usual class: activators; 410,000 tested, 0.075% active; AID 743266; also: potency is read from the fitted curve at half-maximal effect; nearly all actives have a fitted effect of over 55% in size; some results filed as inactive show a strong effect at the top dose; inactives centre near -15; many of its hits are not listed in these tables
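HEK-293-derived GP2 cells expressing PTHR1 and a GloSensor cAMP reporter, 3,000/well, plated overnight, given luciferin plus IBMX (each 0.5 mM as added) for 1 h at 37 °C, then compound for 1 h at 37 °C. Luminescence was read after 15 min at room temperature.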
D3 antag = blocks the human D3 dopamine receptor; D3R cells, DiscoveRx beta-arrestin luminescence, antagonist mode; hits give low values; max response, negative = inhibition, %; 360,000 tested, 2.5% active; in the data active = max response below about -50%; inconclusive = no clear call, values can overlap the other calls; also: % is scaled to controls: 0 for no effect and ±100 for the full control effect; mostly tested at two doses, the higher about 12 µM
Target sequence (P35462 whole entry, looked up): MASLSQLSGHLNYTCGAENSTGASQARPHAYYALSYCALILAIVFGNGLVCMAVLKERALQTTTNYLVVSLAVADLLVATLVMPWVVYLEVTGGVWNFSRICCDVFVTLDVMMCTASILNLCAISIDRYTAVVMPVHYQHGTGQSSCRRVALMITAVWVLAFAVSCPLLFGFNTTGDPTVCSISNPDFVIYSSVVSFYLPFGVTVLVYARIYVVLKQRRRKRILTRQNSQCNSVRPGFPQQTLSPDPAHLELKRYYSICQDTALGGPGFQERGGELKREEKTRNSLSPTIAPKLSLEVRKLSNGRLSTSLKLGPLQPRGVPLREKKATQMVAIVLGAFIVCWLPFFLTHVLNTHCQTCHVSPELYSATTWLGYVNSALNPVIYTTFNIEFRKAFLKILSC
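Cells expressing the human receptor were seeded at 1500 cells/well, incubated overnight at 37 degrees C in 5% CO2, then exposed to library compounds with dopamine controls for 90 minutes at 37 degrees C before luminescent detection.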
Akt phos inh = Akt phosphorylation inhibition; Neuro2A IGF-stimulated pAkt S473 HTRF, 20 min; hits give low values; activity change, % for hits at 50 µM; 360,000 tested, 0.32% active; in the data active = activity change below about -80%; inconclusive = mostly about -51% to -80%; also: % is scaled to controls: 0 for no effect and ±100 for the full control effect
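Neuro2A cells (4,500/well, DMEM with 0.5% FBS) were treated with compound at a single 50 µM final concentration, stimulated with 6 nM IGF for 20 min at 37 °C, and lysed. Phospho-Akt Ser473 was read by HTRF as 665/615 ratio ×10^4.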
TDP43 rescue = rescues yeast growth from TDP-43 toxicity; TDP-43 expressing yeast growth rescue, BacTiter-Glo, 24 h; 410,000 tested, 1.8% active; Potency, µM (doses to about 46.1 µM), inactives show at the highest dose growth rescue (activation), hits mostly activators; also: potency is read from the fitted curve at half-maximal effect; % of control where 0% means no effect; nearly all actives have a fitted effect of over 50% in size
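Galactose-induced TDP-43 yeast, OD600=0.02, compound pinned; 24 hr, 30 deg C; BacTiter-Glo luminescence for growth. Inhibitors of TDP-43 toxicity read as activators.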
GLP-1R agonist = GLP-1 receptor (human) agonism | 380,000 tested, 0.007% active | HEK293 GLP-1R CRE-luciferase, luminescence, 4-6 h; cells express a hypersensitive GLP-1R form | Potency, µM (series often up to 45.6 µM), for inactives: at the highest dose activation, hits mostly activators | P43220; also: potency is read from the fitted curve at half-maximal effect; % of control where 0% means no effect
Target sequence (P43220 whole entry, looked up): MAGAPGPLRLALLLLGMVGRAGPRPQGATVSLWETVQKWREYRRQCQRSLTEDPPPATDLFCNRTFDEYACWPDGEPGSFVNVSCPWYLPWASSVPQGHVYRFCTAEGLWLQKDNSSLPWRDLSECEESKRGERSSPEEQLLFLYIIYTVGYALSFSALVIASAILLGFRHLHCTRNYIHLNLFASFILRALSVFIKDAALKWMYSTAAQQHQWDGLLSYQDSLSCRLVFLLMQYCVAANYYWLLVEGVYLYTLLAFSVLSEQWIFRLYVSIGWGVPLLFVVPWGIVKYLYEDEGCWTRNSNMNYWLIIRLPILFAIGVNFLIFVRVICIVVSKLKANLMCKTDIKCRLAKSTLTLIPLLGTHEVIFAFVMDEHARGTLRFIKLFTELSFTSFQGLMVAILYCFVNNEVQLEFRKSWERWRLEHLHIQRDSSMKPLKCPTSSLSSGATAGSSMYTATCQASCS
FUS suppressor = rescues growth of FUS-expressing yeast. S. cerevisiae FUS-expressing, growth rescue, OD600, 24 h. Potency, µM (series often up to 76.6 µM), for inactives: at the top dose growth rescue (activation), most hits filed as activators. 390,000 tested, 0.24% active;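 also: potency is read from the fitted curve at half-maximal effect; plate controls were DMSO vehicle for no effect and reference control for full effect; nearly all actives have a fitted effect of over 55% in size; some results filed as inactive show a strong effect at the top dose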
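Cultures pregrown in 2.5% raffinose medium are shifted to minimal medium containing 2% galactose to express toxic FUS. Compounds are tested at several concentrations. After 24hr at 30C, growth is quantified at 600 nm absorbance.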
GLP-1R inv ag = GLP-1 receptor (human) inverse agonism; HEK293 GLP-1R CRE-luciferase, luminescence, 24 h; GLP-1R form is constitutively active; Potency, µM (titrated, usually from 38.3 µM), for inactives: at the top dose activity change, negative = inhibition, hits mostly inhibitors; 410,000 tested, 1.6% active; also: potency is read from the fitted curve at half-maximal effect; % is scaled to controls: 0 for no effect and ±100 for the full control effect; nearly all actives have a fitted effect of over 55% in size
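Using stably transfected HEK293 (constitutively active GLP-1R, cAMP-luciferase reporter), compounds were incubated 24 hr and luciferase measured by luminescence.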
The depositor's hits bear a star; i = inactive; u = inconclusive; x = not tested or not shown; [ ] = dose if it differs, or a comment. Unless noted, calls follow the shape of the dose curve; as a rule, active = well fitted curve in the direction sought with a large enough effect; inconclusive = small, poorly fitted or top-dose-only effect, or another doubt; inactive = no such curve, though single readings can be large; an effect the other way counts as inactive or inconclusive. A portion of the library; rates above refer to the full screens.

1) CCOc1ccc2oc(C(=O)N3CCN(c4ccccc4OCC)CC3)c(C)c2c1
2) Cn1c(SCC(=O)N2CCOCC2)nnc1-c1ccc(Cl)cc1Cl
3) CCn1c(=O)c2cc(C(=O)N3CCOCC3)sc2c2ccccc21
4) Cc1oc(-c2ccc(Cl)cc2)nc1CS(=O)CC(=O)NC1CCCC1 (stereo not given)
5) O=C(/C=C/c1ccccc1)Nc1cc(C(=O)O)cc(C(=O)O)c1

Screen / compound no.,1,2,3,4,5
aSyn yeast inh,2%,-1%,0%,1%,-5%
Abeta yeast res,15%,-2%,3%,1%,5%
PTHR1 ag,i,i,i,-8%,i
D3 antag,14,10,9,-1,-6
Akt phos inh,i,i,i,i,i
TDP43 rescue,u,-17%,23%,-1%,9%
GLP-1R agonist,1%,-5%,28%,-1%,-3%
FUS suppressor,44%,24%,-23%,10%,18%
GLP-1R inv ag,11µM*,1%,19%,u,15%

6) C=CCCC(=O)N1C[C@H]2CON(C)[C@H]2C[C@H]1c1cccc(Oc2ccccc2)c1
7) CC1=NN(c2nc(-c3ccc(C)cc3)cs2)C(=O)C1N=Nc1cccc(C)c1 (stereo not given)
8) CCCc1cc2c(cc1NC(=O)c1ccccc1C)OCO2
9) OCC[C@@H]1C[C@@H](O)[C@H](O)[C@@]2(CCCO2)O1
10) C/C(=N\NC(=O)C(O)(c1ccccc1)c1ccccc1)c1ccc(NC(=O)CCCC(=O)O)cc1

Screen / compound no.,6,7,8,9,10
aSyn yeast inh,0%,6%,5%,-4%,-1%
Abeta yeast res,0%,-4%,0%,6%,4%
PTHR1 ag,-19%,i,i,0%,-17%
D3 antag,-2,7,-2,2,0
Akt phos inh,i,i,i,i,i
TDP43 rescue,19%,11%,10%,-6%,-20%
GLP-1R agonist,3%,-4%,-11%,-6%,-3%
FUS suppressor,31%,14%,-5%,-3%,18%
GLP-1R inv ag,-14%,14%,-2%,28%,24%

11) O=C(COC(=O)c1cc(S(=O)(=O)N2CCOCC2)c(Cl)cc1Cl)Nc1ncc(C(F)(F)F)cc1Cl
12) COC(=O)c1ccccc1OC(=O)c1cccnc1
13) CCOC(=O)c1ccc(NC(=O)Nc2ccc(F)cc2)cc1
14) COc1ccc(NC(=O)CSC2CC(=O)N(c3ccc4c(c3)OCCO4)C2=O)cc1 (stereo not given)
15) O=C(Cc1ccc(F)cc1)Nc1ccc2[nH]ncc2c1

Screen / compound no.,11,12,13,14,15
aSyn yeast inh,3%,-1%,-19%,0%,1%
Abeta yeast res,16%,-7%,-3%,17%,1%
PTHR1 ag,i,-14%[57.5 µM],-24%,-10%,-12%
D3 antag,0,3,28,17,13
Akt phos inh,u,i,i,i,i
TDP43 rescue,17%,-17%,1%,0%,-5%
GLP-1R agonist,-8%,-5%,-6%,-14%,-4%
FUS suppressor,8%,3%,28%,25%,7%
GLP-1R inv ag,0%,0%,4.5µM*,0%,2%

16) Cc1ccccc1OC(=O)n1c(=S)oc2cc(Cl)ccc21
17) Cc1ccc2nc(SCC(=O)N3CCOCC3)[nH]c2c1
18) NC(=O)CC(NC(=O)c1ccccc1)c1ccc(NC2CCC2)c([N+](=O)[O-])c1 (stereo not given)
19) CCC(C)(C)n1nnnc1C(c1ccc(OC)c(OC)c1)N1CCN(c2cccc(OC)c2)CC1 (stereo not given)
20) CC[C@@H]1CC2=C(C(=O)OC(C)(C)O2)[C@@H](CC)O1

Screen / compound no.,16,17,18,19,20
aSyn yeast inh,-24%,1%,-2%,7%,2%
Abeta yeast res,-89%[inhibitor],-19%,3%,15%,0%
PTHR1 ag,-14%,-18%[57.5 µM],i,-32%[inhibitor][57.5 µM],i
D3 antag,9,15,4,-17,16
Akt phos inh,i,i,i,i,i
TDP43 rescue,10%,-11%,8%,-10%,0%
GLP-1R agonist,-21%,-6%,11%,1%,3%
FUS suppressor,-37%,24%,-10%,24%,-10%
GLP-1R inv ag,10%,-25%,6%,12%,27%

21) Cc1ccc(NC(=S)N(C)C(c2ccccc2)c2ccccc2)cc1C
22) O=C(C1COc2ccccc2O1)N1CCN(c2nc3c(F)cc(F)cc3s2)CC1 (stereo not given)
23) CCC1(c2ccccc2)NC(=O)N(CC(=O)Nc2cc(C(F)(F)F)ccc2N2CCCC2)C1=O (stereo not given)
24) O=C(CSc1oc(-c2ccco2)nc1S(=O)(=O)c1ccccc1)c1ccc(Cl)cc1
25) Cc1ccccc1CSCc1ccc(C(=O)NCCc2ccccc2)o1

Screen / compound no.,21,22,23,24,25
aSyn yeast inh,6%,5%,0%,x,22%
Abeta yeast res,11%,u,10%,6%,3%
PTHR1 ag,-16%,-12%,i,-11%,i
D3 antag,18,23,-14,x,x
Akt phos inh,i,i,i,x,x
TDP43 rescue,u,u,0%,15%,35µM*
GLP-1R agonist,8%,-12%,-16%,x,-6%
FUS suppressor,-16%,41%,-3%,27%,32%
GLP-1R inv ag,u,u,u,u,u

26) Cc1ccc(CSCC(=O)Nc2ccc(F)cc2)cc1
27) N=c1n(CCN2CCCCC2)c2ccccc2n1CC(O)c1ccco1 (stereo not given)
28) Nc1nonc1-c1nc2ccccc2n1CC(=O)Nc1cccc(C(F)(F)F)c1
29) COc1cccc(NC(=S)NCCN2CCOCC2)c1
30) COc1ccc(-c2cc3ccc(OCC(=O)NCC4CCC(C(=O)O)CC4)cc3oc2=O)cc1 (stereo not given)

Screen / compound no.,26,27,28,29,30
aSyn yeast inh,-15%,2%,x,-5%,-1%
Abeta yeast res,1%,-11%,-18%,21%,-5%
PTHR1 ag,-4%,i,-27%,i,-1%
D3 antag,3,-8,x,-6,-5
Akt phos inh,i,i,x,i,i
TDP43 rescue,u,-19%,-5%,-2%,21%
GLP-1R agonist,-4%,-1%,x,0%,0%
FUS suppressor,-2%,4%,25%,x,-2%
GLP-1R inv ag,6%,u,u,16%,2%

31) CC(Oc1ccc(-c2ccccc2)cc1)C(=O)N/N=C/c1cccnc1 (stereo not given)
32) N#Cc1ccccc1S(=O)(=O)N1CCN(Cc2cc3c(cc2Br)OCCO3)CC1
33) COCc1nc2ccccc2n1Cc1ccccc1
34) CC(C)(C)OC(=O)NCc1n[nH]c(=S)n1C1CC1
35) COc1cccc(CNC(=O)N[C@@H](C)C(=O)O)c1

Screen / compound no.,31,32,33,34,35
aSyn yeast inh,5%,0%,u,2%,-10%
Abeta yeast res,7%,10%,3%,12%,3%
PTHR1 ag,-4%,-21%,-2%,i,-12%
D3 antag,-17,-16,10,3,2
Akt phos inh,i,i,i,i,i
TDP43 rescue,u,6%,9%,13%,6%
GLP-1R agonist,16%,15%,-1%,4%,-2%
FUS suppressor,-5%,23%,4%,-14%,-8%
GLP-1R inv ag,u,u,-27%,1%,13%

36) NS(=O)(=O)c1ccc(CCNC(=S)Nc2ccc(S(N)(=O)=O)cc2)cc1
37) O=S(=O)(NCc1nnc2c(C(F)(F)F)cc(Cl)cn12)c1ccccc1
38) CN(Cc1ccccc1)C(=O)c1ccc(NC(=O)Cc2ccc(NC(=O)C3CCCN(C(=O)C4CC4)C3)cc2)cc1 (stereo not given)
39) COc1ccccc1/C=C/C(=O)OCC(=O)NCCC1=CCCCC1
40) COc1ccc(CNC(=S)Nc2cc(C)cc(C)c2)cc1

Screen / compound no.,36,37,38,39,40
aSyn yeast inh,-1%,-1%,0%,8%,5%
Abeta yeast res,6%,-16%,2%,27%,0%
PTHR1 ag,-19%,i,-22%,i,-16%
D3 antag,-6,-10,5,-4,-4
Akt phos inh,i,x,i,i,i
TDP43 rescue,18%,4%,24%,-4%,u
GLP-1R agonist,-14%,-7%,-5%,-2%,24%
FUS suppressor,x,-21%,41%,-8%,21%
GLP-1R inv ag,4%,-3%,4%,8%,u

Reprinted at random: three entries already listed, in no set order.
39) COc1ccccc1/C=C/C(=O)OCC(=O)NCCC1=CCCCC1
38) CN(Cc1ccccc1)C(=O)c1ccc(NC(=O)Cc2ccc(NC(=O)C3CCCN(C(=O)C4CC4)C3)cc2)cc1 (stereo not given)
36) NS(=O)(=O)c1ccc(CCNC(=S)Nc2ccc(S(N)(=O)=O)cc2)cc1

Screen / compound no.,39,38,36
aSyn yeast inh,8%,0%,-1%
Abeta yeast res,27%,2%,6%
PTHR1 ag,i,-22%,-19%
D3 antag,-4,5,-6
Akt phos inh,i,i,i
TDP43 rescue,-4%,24%,18%
GLP-1R agonist,-2%,-5%,-14%
FUS suppressor,-8%,41%,x
GLP-1R inv ag,8%,4%,4%

At a glance, two of the compounds above.
36) NS(=O)(=O)c1ccc(CCNC(=S)Nc2ccc(S(N)(=O)=O)cc2)cc1
37) O=S(=O)(NCc1nnc2c(C(F)(F)F)cc(Cl)cn12)c1ccccc1

Screen / compound no.,36,37
aSyn yeast inh,-1%,-1%
Abeta yeast res,6%,-16%
PTHR1 ag,-19%,i
D3 antag,-6,-10
Akt phos inh,i,x
TDP43 rescue,18%,4%
GLP-1R agonist,-14%,-7%
FUS suppressor,x,-21%
GLP-1R inv ag,4%,-3%

Following part:
41) CN1C(=O)C(O)(CC(=O)c2ccccc2O)c2cc(Br)ccc21 (stereo not given)
42) COc1ccc(-c2nnc(SCC(=O)Nc3ccc(C)c(C)c3)s2)cc1
43) Cc1ccc(N2C(=O)N3[C@H](c4ccc(F)cc4)[C@@H]4C(=O)N(C5CCCCC5)C(=O)[C@@H]4[C@]3(Cc3ccccc3)C2=O)cc1
44) Cc1onc(-c2ccccc2)c1C(=O)N1CCN(C)CC1
45) COc1cc(NC(=O)c2ccccc2-c2ccccc2)cc(OC)c1

Screen / compound no.,41,42,43,44,45
aSyn yeast inh,4%,x,11%,-4%,2%
Abeta yeast res,11%,10%,0%,16%,0%
PTHR1 ag,-1%,-34%[inhibitor],-9%,i,i
D3 antag,u,x,-9,13,14
Akt phos inh,i,x,i,i,i
TDP43 rescue,0%,0%,0%,-10%,9%
GLP-1R agonist,9%,x,0%,2%,-5%
FUS suppressor,20%,-7%,u,-28%,x
GLP-1R inv ag,2%,10%,u,7%,-13%

Screening data as filed in PubChem BioAssay.
